DAGLB inh = DAGLB lipase inhibitors, primary screen, biochemical, fluorescence, HTS. inhibition, % at 5.17 µM. Diacylglycerol lipase-beta (Homo sapiens), Q8NCG7. HEK293T DAGLB membrane lysate, EnzChek fluorogenic substrate. actives 0.059% (n = 340,000); in the data active = inhibition above about 34%;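 also: 0% = enzyme with vehicle and 100% = wells lacking enzyme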
Target sequence (Q8NCG7 whole entry, looked up): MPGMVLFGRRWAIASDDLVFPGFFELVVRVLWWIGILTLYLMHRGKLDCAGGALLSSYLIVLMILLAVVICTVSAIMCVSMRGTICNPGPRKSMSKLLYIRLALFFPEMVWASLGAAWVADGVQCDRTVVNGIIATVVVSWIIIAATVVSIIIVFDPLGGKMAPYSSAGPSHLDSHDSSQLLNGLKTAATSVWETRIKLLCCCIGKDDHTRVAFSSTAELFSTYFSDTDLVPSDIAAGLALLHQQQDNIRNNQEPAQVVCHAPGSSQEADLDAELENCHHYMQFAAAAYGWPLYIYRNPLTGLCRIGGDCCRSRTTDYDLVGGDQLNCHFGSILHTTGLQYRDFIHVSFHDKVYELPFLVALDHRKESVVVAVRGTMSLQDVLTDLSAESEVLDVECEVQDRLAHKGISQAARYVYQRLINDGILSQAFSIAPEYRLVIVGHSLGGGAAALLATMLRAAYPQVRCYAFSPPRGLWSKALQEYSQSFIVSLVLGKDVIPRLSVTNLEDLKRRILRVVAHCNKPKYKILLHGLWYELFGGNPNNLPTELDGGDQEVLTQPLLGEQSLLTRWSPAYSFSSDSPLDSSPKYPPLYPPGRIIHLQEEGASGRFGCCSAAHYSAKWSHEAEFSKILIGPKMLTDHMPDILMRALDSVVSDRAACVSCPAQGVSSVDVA
CAL PDZ inh = CAL PDZ peptide-binding inhibitors, primary screen, biochemical, fluorescence polarization, Cer-tagged CAL PDZ, HTS | actives 0.02% (n = 330,000) | purified CAL PDZ, TMR-peptide fluorescence polarization, 1 h | inhibition, % at 20 µM;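 active = highest replicate inhibition of at least 40%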;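 also: plate controls were DMSO neutral control wells for no effect and unlabeled competitor peptide control wells for full effect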
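Read-out basis: mP drop reported as inhibition | Assay system: Tagged CAL PDZ protein CerCALP, purified | Benchmarks: Unlabelled peptide for full inhibition, DMSO wells as neutral | Schedule: 1 h incubation at room temperature before polarization reading | Buffer or medium: Sodium phosphate/NaCl buffer pH 7.4 with TCEP, IgG, Thesit | Doses: Single point, 20 µM | Measured by: Fluorescence polarization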
Rtt109 HAT inh = inhibitors of C. albicans Rtt109/Vps75 HAT, primary screen, biochemical, ThioGlo CoA-SH fluorescence, plate reader | Histone acetyltransferase RTT109 (Candida albicans (strain SC5314 / ATCC MYA-2876)), … | purified Rtt109/Vps75, 4 h | inhibition, % at 34.9 µM | actives 0.16% (n = 330,000);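 active = inhibition of at least 50% in every replicate; inconclusive = best replicate reaches 50% inhibition but some replicates fall short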
Target sequence (Q5AAJ8 whole entry, looked up): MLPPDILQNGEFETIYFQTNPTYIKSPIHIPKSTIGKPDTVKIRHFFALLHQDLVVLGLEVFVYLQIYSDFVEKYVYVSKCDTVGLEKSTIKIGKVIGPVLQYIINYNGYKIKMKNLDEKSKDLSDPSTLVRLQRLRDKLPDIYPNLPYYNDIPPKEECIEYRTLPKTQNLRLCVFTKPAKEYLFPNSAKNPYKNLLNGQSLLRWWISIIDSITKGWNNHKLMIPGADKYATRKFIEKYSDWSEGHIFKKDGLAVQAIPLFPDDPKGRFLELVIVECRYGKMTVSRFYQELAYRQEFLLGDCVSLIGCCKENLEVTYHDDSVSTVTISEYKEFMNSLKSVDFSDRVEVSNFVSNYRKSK
PfHsp90 yeast 2 = growth inhibition of PfHsp90-expressing yeast, primary screen, antimalarial PfHsp90 inhibitor project, S. cerevisiae, BacTiter-Glo luminescence, single point, set 2; BacTiter-Glo ATP, 48 h; yeast lacking PDR1 and PDR3 efflux regulators; inhibition, % at 9.4 µM; actives 0.32% (n = 310,000);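 active = every replicate shows inhibition above about 80%, whatever the replicate mean, limit read from the data; inconclusive = mean inhibition reaches the set limit but some replicate falls short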;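 also: 0% = DMSO neutral controls and 100% = 20 µM radicicol positive controls; yeast relying on Plasmodium falciparum Hsp90 in place of its own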
E coli growth = E. coli V3065 growth inhibition, primary screen, counter-screen for AddAB inhibitor project, absorbance, OD600. actives 0.27% (n = 330,000). inhibition, % at 11.9 µM. 18 h;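 active = inhibition above the campaign's mean inhibition across all tested compounds plus 3 SD, cut at about 9.9% in these data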;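 also: uninfected addAB+ strain grown without phage in ampicillin broth; 0% = DMSO wells and 100% = ciprofloxacin 0.95 µg/ml wells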
Wnt bcat act = Wnt/beta-catenin pathway activators, primary screen, cell-based, plate reader, single point | Wnt/beta-catenin reporter cell assay, activator | activation, % at 9.35 µM | actives 1.2% (n = 300,000); in the data active = activation above about 30%, passing the limit was not always enough; inconclusive = no clear call, values can overlap the other calls;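 also: 0% = neutral control wells and 100% = positive control wells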
PvdQ inh = P. aeruginosa PvdQ acylase inhibitors, primary screen, biochemical, fluorescence, plate reader and imaging, single point; PvdQ acylase [Pseudomonas aeruginosa LESB58]; purified PvdQ acylase; inhibition, % at 10 µM; actives 0.063% (n = 340,000); in the data active = inhibition above about 30%, passing the limit was not always enough; inconclusive = no clear call, values can overlap the other calls;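 also: 0% = vehicle neutral wells and 100% = reference inhibitor wells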
AddAB inh = growth inhibition of E. coli expressing H. pylori AddAB, primary screen, AddAB inhibitor project, absorbance; actives 0.29% (n = 330,000); inhibition, % at 11.9 µM; in the data active = inhibition above about 12%;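 also: 0% = vehicle wells of infected cells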
phage Ecoli inh = growth loss of phage-infected E. coli, primary screen, RecBCD inhibitor project, absorbance, with phage, HTS. actives 0.26% (n = 360,000). inhibition, % at 11.9 µM. AID 651602, 2012; in the data active = inhibition above about 11%
Tat transport = E. coli Tat export inhibitors, primary screen, MC4100, TorA-mCherry reporter, fluorescence, single point; inhibition, % at 10 µM; actives 0.036% (n = 340,000); AID 488895, 2010;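 active = mean replicate inhibition at least 50% and at least half of replicates individually reaching 50%; inconclusive = only one of the two criteria met; inactive = neither criterion met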;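 also: exported cargo escapes ClpAP degradation while cytoplasmic cargo is degraded and loses fluorescence; 0% = median of neutral control wells and 100% = median of NaSCN control wells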
* hit, by the source's call; ? = inconclusive; . = no result given.

SMILES	DAGLB inh	CAL PDZ inh	Rtt109 HAT inh	PfHsp90 yeast 2	E coli growth	Wnt bcat act	PvdQ inh	AddAB inh	phage Ecoli inh	Tat transport
CC(=O)c1ccc(N2CCN(S(=O)(=O)c3c(C)[nH]c(C)c3C(=O)N3CCCC3)CC2)cc1	1	-0.1	0	7	0.3	-1	6	4.4	2.5	-1
CCCN(CCC)CCCNC(=O)c1cc2cc3ccc(Cl)cc3nc2o1	0	-2.6	-5	-12	-0.3	0	11	1.1	0.3	-2
Cc1cc(=O)oc2c(CN3CCN(CCO)CC3)c(O)ccc12	-1	-3.6	-4	6	-1.1	-2	-7	2.4	-3.8	3
c1ccc(Oc2cnc3ccccc3n2)cc1	-2	-1.0	-15	12	0.6	0	5	0.2	2.7	-6
CCOC(=O)c1sc(N2C(=O)C(O)=C(C(=O)c3ccc(C)o3)C2c2cccc([N+](=O)[O-])c2)nc1C (stereo not given)	14	-4.1	3	28	-1.2	-2	-8	0.8	1.3	-7
[O-]/C(=C(\C(=S)Nc1ccccc1F)[n+]1ccccc1)c1ccc(OC(F)F)cc1	2	0.2	-1	-31	-1.0	7	-8	1.2	2.8	-1
COC(=O)CSc1nc2sc3c(c2c(=O)[nH]1)CCC3	1	-0.3	-2	4	-1.5	3	-1	0.4	1.5	-3
Cc1nnc(SCC(=O)c2ccccc2F)n1Cc1ccccc1	-3	-0.5	6	-15	0.5	8	-10	0.3	.	0
COC(=O)c1cccc(NC(=S)Nc2ccc(Cl)c(Cl)c2)c1	-6	1.6	?	14	2.9	13	-1	3.3	4.7	1
O=C1c2oc3ccc(Cl)cc3c(=O)c2C(c2ccccn2)N1CCCN1CCOCC1 (stereo not given)	.	.	.	.	1.3	-1	.	-2.6	2.5	.
Cc1cccc(NS(=O)(=O)c2cnc(Cl)c(Br)c2)n1	0	-0.8	-3	3	-1.2	.	-3	2.9	0.8	30
Nc1ccccc1Nc1ccncc1[N+](=O)[O-]	4	-2.7	6	-4	0.9	1	-4	-1.2	2.0	-7
C/C(=N\NC(=O)c1ccccc1NC(=O)c1ccc(Cl)cc1)c1ccncc1	-1	-3.9	-2	32	0.2	11	0	-0.4	3.2	-1
O=C(NCCc1ccccc1)C1CCCN1S(=O)(=O)c1ccc(F)cc1 (stereo not given)	0	-1.7	-5	13	-1.8	-5	-13	1.4	1.9	5
CC(C)OP(=O)(OC(C)C)C(O)c1ccc(N(C)C)cc1 (stereo not given)	2	-0.8	2	-9	1.9	-2	-7	0.9	1.2	0
O=C(CN1CCN(c2ccc(F)cc2)CC1)Nc1nnc(-c2ccccc2)s1	0	.	-5	4	2.8	-1	-11	-1.5	-0.6	0
CN1CCN(c2ccccc2NC(=O)c2cccs2)CC1	2	-3.1	-1	-24	0.3	-1	-5	0.5	4.7	-2
CCOc1ccc(S(=O)(=O)Nc2cccc(C(=O)N(C)Cc3cccc(OC)c3OC)c2)cc1	1	0.2	-5	-29	1.4	-2	-4	0.9	0.2	-4
COc1cccc(C(=O)Nc2cc3c(cc2Cl)OCCCO3)c1	-5	0.0	7	-1	0.0	38*	-5	1.8	3.5	-5
O=C(CCCn1c(=S)[nH]c2ccccc2c1=O)NCc1ccco1	-1	-1.3	1	-11	-0.3	-6	5	3.9	0.5	-3
Cc1cc(C(=O)NNC(=O)CN2C(=O)NC(C)(c3ccccc3)C2=O)c(C)o1 (stereo not given)	-1	-2.0	-10	.	1.1	1	-11	0.7	4.0	3
OC(c1cccs1)c1nccc2ccccc12 (stereo not given)	-3	0.3	2	-7	1.3	.	3	0.8	2.3	-6
COCCNC(=O)CN(C(=O)CCC(=O)Nc1nccs1)c1ccccc1OC	0	-0.3	-17	11	-0.5	0	-3	3.2	2.6	0
Cc1ccc(CC(=O)O/N=C(\N)Cc2ccc([N+](=O)[O-])cc2)cc1	-6	-1.0	-11	-7	2.6	11	-15	1.6	5.0	-4
Cc1cc(C)cc(C(=O)OCC(=O)NCCNC(=O)COC(=O)c2cc(C)cc(C)c2)c1	1	-2.1	-5	4	-0.4	1	-15	2.1	3.0	-6
CC(Sc1cccc[n+]1[O-])C(=O)Nc1ccc([N+](=O)[O-])cc1Cl (stereo not given)	-1	.	-9	6	-0.2	1	-13	0.9	0.9	8
O=C(Cn1ccc2ccccc2c1=O)N1CCN(Cc2ccc3c(c2)OCO3)CC1	-2	-1.7	-4	13	2.5	0	-13	1.9	2.6	1
COc1ccc(S(=O)(=O)NCCc2ccccn2)cc1	3	0.0	7	.	2.6	-6	-8	0.4	1.2	3
COc1ccc(CCNc2ccc(S(=O)(=O)N3CCN(C)CC3)cc2[N+](=O)[O-])cc1	1	-5.2	2	-3	-0.6	-4	2	0.0	4.6	-7
C=CCNc1oc(-c2cccc(Cl)c2)nc1C#N	-6	0.8	0	-12	-0.2	0	9	1.6	1.9	-2
O=C(CC(=O)NC1CCCCC1)N/N=C/c1ccccc1F	.	.	.	.	-3.3	0	.	-1.4	1.4	.
Cc1ccc2oc(/N=C(\N)NC(=O)C3CC3)nc2c1	-1	-1.1	4	-38	0.4	10	12	-1.1	-0.2	8
COc1cc(CCC(=O)OCC(=O)Nc2c(Cl)cccc2Cl)cc(OC)c1OC	-3	-0.4	-11	14	-0.8	-3	-7	-1.5	1.9	-5
Cc1nc2c(-c3ccccc3)cnn2c(N)c1-c1ccccc1	-11	-3.9	8	-77	.	-7	-12	.	0.6	1
CCc1cccc(CC)c1NC(=O)CSc1nnc(C2CC2)n1N	1	-0.3	-5	-37	.	-2	-11	.	1.7	-10
COCCn1cc(C(=O)NCc2ccco2)c2c3ccccc3n(C)c2c1=O	-2	-2.0	3	-38	2.1	-2	3	2.5	2.7	1
COc1ccc(/C=N/NC(=O)c2cccnc2)cc1COc1ccc([N+](=O)[O-])cc1	2	-1.1	1	-3	-4.0	-1	-13	1.4	0.4	3
Cc1occc1C(=O)Nc1nnc(-c2ccncc2)s1	2	-1.2	-13	5	5.2	4	-4	3.0	2.1	1
CCC(C)(C)C1CCc2[nH]nc(C(=O)NCCNC(=O)OC(C)(C)C)c2C1 (stereo not given)	-1	0.4	-8	-8	-1.0	-4	15	-3.0	2.6	3
O=C(O)c1ccccc1C(=O)N1N=C(c2ccccc2)CC1c1ccccc1O (stereo not given)	-2	-1.3	2	-14	-7.0	15	-17	-1.8	1.0	5

Entries of single compounds as entered above.
COc1ccc(/C=N/NC(=O)c2cccnc2)cc1COc1ccc([N+](=O)[O-])cc1 is listed as DAGLB inh = 2; CAL PDZ inh = -1.1; Rtt109 HAT inh = 1; PfHsp90 yeast 2 = -3; E coli growth = -4.0; Wnt bcat act = -1; PvdQ inh = -13; AddAB inh = 1.4; phage Ecoli inh = 0.4; Tat transport = 3
COC(=O)CSc1nc2sc3c(c2c(=O)[nH]1)CCC3 is listed as DAGLB inh = 1; CAL PDZ inh = -0.3; Rtt109 HAT inh = -2; PfHsp90 yeast 2 = 4; E coli growth = -1.5; Wnt bcat act = 3; PvdQ inh = -1; AddAB inh = 0.4; phage Ecoli inh = 1.5; Tat transport = -3

Further records
SMILES	DAGLB inh	CAL PDZ inh	Rtt109 HAT inh	PfHsp90 yeast 2	E coli growth	Wnt bcat act	PvdQ inh	AddAB inh	phage Ecoli inh	Tat transport
Nc1ccc(Oc2ncccn2)cc1	5	0.3	0	-44	-1.3	3	0	1.1	-1.2	19
CCOC(=O)C1CCN(CCCSc2ccc(Cl)cc2)CC1	-6	0.7	1	5	1.4	0	4	3.1	1.6	5
Cc1cc(C)c(COc2ccc(/C=N/n3c(C)n[nH]c3=S)cc2)c(C)c1	-2	-1.8	-1	-8	0.3	8	0	0.7	1.2	-4
Cc1ccsc1C(=O)N1CCCC(CCC(=O)N2CCN(c3ccccn3)CC2)C1 (stereo not given)	1	-0.2	10	14	1.6	-3	3	0.9	1.4	8
O=C(NN1C(=O)C2C3C=CC(C3)C2C1=O)C(O)c1ccccc1 (stereo not given)	-1	-0.6	1	-17	1.2	0	-8	-1.2	3.2	3
CCc1noc(C)c1C(=O)Nc1nc(-c2ccccc2)c(C(C)=O)s1	1	-1.5	9	-5	-1.8	6	-5	0.3	2.0	9
Cc1ccc(C)c(S(=O)(=O)NCc2ccc(C(=O)NCc3ccccn3)cc2)c1	-2	0.6	-8	0	-1.3	.	-9	1.7	1.5	8
CCCCCN(C(=O)NC(=O)Nc1ccc(C)cc1)S(=O)(=O)c1ccccc1	-2	-0.4	4	19	0.2	2	-13	-0.6	3.6	0
COc1ccc(N2CCN(C3CCCN(C(=O)c4ccoc4)C3)CC2)cc1 (stereo not given)	2	-0.8	7	-3	1.1	0	-21	2.9	1.6	1
Cc1nccn1CCOc1ccc(Cl)cc1	1	.	-12	-6	2.3	-1	-12	-0.2	0.8	14
O=c1c2ccccc2sc2nc(C3CCCCC3)n(Cc3ccco3)c(=O)c12	1	-1.8	0	7	.	.	-5	.	3.4	0
O=C(/C=C/c1c(Cl)nc2ccccn12)N1CCN(c2ccccc2F)CC1	5	-0.9	-5	10	3.0	-6	1	1.3	3.1	3
Cc1ccsc1/C=N/Nc1ccc(Cl)nn1	3	-3.5	-1	-13	1.1	12	-8	2.6	4.1	-1
COc1ccccc1NC(=O)c1ccc(NC(=O)CN2CCCC2)cc1	4	-1.2	4	-11	-0.4	-2	5	-0.2	0.2	4
CCNC(=O)CSc1nnc(-c2cccc(S(=O)(=O)N(CC)CC)c2)n1CCc1ccccc1	-3	-1.6	-5	.	-0.5	.	-8	3.0	0.2	-9
COc1cccc(C(c2sc3ncnn3c2O)N2CC(C)OC(C)C2)c1 (stereo not given)	0	0.0	-4	16	-0.1	-1	-15	1.8	2.9	-4
O=C(Nc1nccs1)c1ccc(COc2ccccc2)o1	-1	-0.4	0	-5	-0.1	0	-1	-1.9	3.1	-6
CCC(C)NC(=O)CCCc1ccccc1 (stereo not given)	2	0.3	-7	-9	-0.9	.	-8	1.1	1.1	-10
CN1CCC(=NNC(=O)C(=O)NC2CCCC2)CC1	3	0.4	-4	11	-0.3	-1	-9	0.0	3.6	-10
COC(=O)[C@@]1(Cc2ccc(OC)cc2)[C@H]2c3cc(C(=O)N4CCCC4)n(CCO)c3C[C@H]2CN1C(=O)c1ccccc1	.	.	.	.	0.7	-4	.	5.8	3.2	.
COc1ccc(CCNC(=O)Cn2cc(C(F)(F)F)cc(Cl)c2=O)cc1OC	1	-0.8	-10	-21	-2.6	-4	1	1.5	3.7	-8
CCc1cc2c(SCC(=O)N(CC)c3c(N)n(Cc4ccccc4)c(=O)[nH]c3=O)ncnc2s1	3	-0.6	-2	-13	2.0	-1	-16	-0.4	3.7	1
CN(C)c1cccc(C(=O)OCC(=O)NCC2CCCO2)c1 (stereo not given)	-73	0.5	-6	-7	-1.5	.	-4	0.4	1.6	-2
Cc1cc2nc(-c3ccc(=O)[nH]c3)n(C)c2cc1C	4	-0.2	-2	3	.	0	-9	.	0.9	-9
